Bioassay records (PubChem)
KLF5 inhibitor – inhibitors of KLF5 expression; DLD-1 KLF5 promoter-luciferase reporter, luminescence; inhibition, % at 5 µM; 290,000 tested, 0.23% active; AID 1700;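 active means inhibition above a per-plate limit of that plate's mean compound inhibition plus 3 SD, cut at about 60% in these data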;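 further: 0% = DMSO wells and 100% = LY294002 at 200 µM; higher means less KLF5 promoter-driven luciferase light; inactives centre near -14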
HSF1 inhib – HSF1 inhibition; AID 2098; activity change, negative = inhibition, % at 7.5 µM (by protocol); NIH3T3-HGL HSE-luciferase, MG132-induced, luminescence 8 h; hits give low values; 300,000 tested, 0.77% active;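 active means more than half of replicate wells show activity change below -50%, luminescence cut by over half; inconclusive means some wells, but at most half, below -50%; inactive means no replicate well below -50%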;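 further: luciferase reports HSF-1 transcriptional activity via heat shock element; 0% = median of DMSO wells and -100% = zero luminescence signal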
IEC-6 cytotox – counter-screen for KLF5 inhibitors: cytotoxicity in IEC-6 cells. IEC-6 cytotoxicity, luminescence viability. inhibition, % at 5 µM. 290,000 tested, 0.78% active. AID 1825; in the data active means inhibition above about 22%;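 further: 0% = plate median of test compound wells and 100% = cytotoxic reference compound wells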
AI-2 QS modul – modulators of Vibrio harveyi AI-2 quorum sensing system | Vibrio harveyi JMH597 AI-2 luminescence/OD600 ratio, 9 h; hits give low values; strain lacks LuxN and CqsS sensors; 0 = neutral-control median | activity change, % at 7.5 µM | 300,000 tested, 0.4% active | AID 2094; in the data active means activity change below about -75%, passing the limit was not always enough; inconclusive means no clear call, values can overlap the other calls;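 further: luminescence divided by OD600 gain over 9 h not by final OD600 alone; inactives centre near 13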
GSK3B inh – human GSK3beta kinase inhibition; 300,000 tested, 0.038% active; GST-GSK3beta kinase, ADP-Glo luminescence, 60 min; hits give low values; P49841; AID 2097; activity score (negative = inhibition), % at 10 µM;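 active means more than half of replicate wells score below -50%, meaning over 50% inhibition versus plate controls; inconclusive means some replicates but at most half score below -50%; inactive means no replicate scores below -50%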;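 further: 0% = median DMSO wells and -100% = median GW8510 positive control wells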
Target sequence (P49841 whole entry, looked up): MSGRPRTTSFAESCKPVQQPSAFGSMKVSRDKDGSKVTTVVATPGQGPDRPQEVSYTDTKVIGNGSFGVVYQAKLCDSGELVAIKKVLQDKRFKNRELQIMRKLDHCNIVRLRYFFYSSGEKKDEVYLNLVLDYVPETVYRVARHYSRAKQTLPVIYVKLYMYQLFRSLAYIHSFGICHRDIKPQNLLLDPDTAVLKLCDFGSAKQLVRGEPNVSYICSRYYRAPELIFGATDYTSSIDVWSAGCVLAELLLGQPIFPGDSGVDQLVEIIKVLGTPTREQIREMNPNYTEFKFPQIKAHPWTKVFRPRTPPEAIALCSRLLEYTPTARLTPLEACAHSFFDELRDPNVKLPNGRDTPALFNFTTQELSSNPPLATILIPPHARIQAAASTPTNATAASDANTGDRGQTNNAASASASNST
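test system = GST-tagged human GSK3beta kinase, cell-free | reagent = 25 µM ATP with peptide substrate | dosing = one dose of 10 µM per compound | schedule = 60 min reaction, RT | detection = luminescent ADP-Glo measurement of ADP formed | control set = DMSO neutral wells and GW8510 at 20 µM as positive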
GSK3A inh – blocks human GSK-3 alpha kinase | P49840 | ADP-Glo luminescence, 60 min | inhibition, % at 10 µM | 320,000 tested, 0.1% active | AID 2650;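 in the data active means inhibition above about 50%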;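 further: GST-tagged GSK-3 alpha with peptide substrate and 25 µM ATP; 0% = DMSO neutral wells and 100% = GW8510 positive control wells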
Target sequence (P49840 whole entry, looked up): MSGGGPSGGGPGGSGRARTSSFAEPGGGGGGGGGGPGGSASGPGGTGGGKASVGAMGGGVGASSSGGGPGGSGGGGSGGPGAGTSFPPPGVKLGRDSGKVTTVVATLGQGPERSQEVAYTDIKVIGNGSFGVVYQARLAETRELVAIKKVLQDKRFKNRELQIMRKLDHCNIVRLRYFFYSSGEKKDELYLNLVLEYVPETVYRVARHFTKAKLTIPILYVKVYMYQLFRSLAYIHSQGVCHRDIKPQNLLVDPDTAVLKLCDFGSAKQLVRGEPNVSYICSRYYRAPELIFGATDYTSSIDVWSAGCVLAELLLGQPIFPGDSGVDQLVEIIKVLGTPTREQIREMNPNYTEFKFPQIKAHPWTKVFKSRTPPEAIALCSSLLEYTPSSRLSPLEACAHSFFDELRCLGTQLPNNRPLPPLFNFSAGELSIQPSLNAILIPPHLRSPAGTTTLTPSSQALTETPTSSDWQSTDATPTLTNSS
HSP90 refold inh – HSP90 refolding inhibition in rabbit reticulocyte lysate; luciferase refolding luminescence, 3 h; inhibition, % at 5.6 µM; 290,000 tested, 0.91% active;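 active means inhibition above the screen-wide mean plus 3 SD, computed separately per campaign, cut at about 16% in these data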;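 further: 0% = DMSO wells and 100% = 60 µM geldanamycin wells; inhibitors lower the luminescence because luciferase stays unfolded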
aSyn UTR inh – 5' untranslated region of α-synuclein, MLPCN primary screen | AID 1813 | alpha-synuclein 5'UTR reporter, inhibitor activity | 300,000 tested, 0.82% active | inhibition, % (tested at 7.5 µM); in the data active means inhibition above about 60%; inconclusive means no clear call, values can overlap the other calls;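 further: H4 neuroglioblastoma cells stably carrying SNCA 5'UTR luciferase fusion; 0% = DMSO wells and 100% = positive control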
HIF activator – HIF pathway transcriptional activation; AID 1910; 300,000 tested, 0.32% active; activation, % at 7.5 µM (by protocol); U2OS HRE-luciferase reporter, luminescence; normalized: DMSO 0%, desferrioxamine 100%;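 active means mean activation of at least 10% of the iron chelator positive control signal, with at least half of replicates also reaching 10%; inconclusive means mean and replicate majority disagree about reaching 10%; inactive means mean and most replicates under 10%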
HSF-1 act – increases HSF-1 driven luciferase reporter signal | NIH3T3-HGL HSF-1 luciferase reporter, MG132, 8 h; 100% = twice DMSO control signal | activation, % at 9 µM | 300,000 tested, 1.7% active | AID 504408;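 active means mean replicate activation of at least 50% with a set share of replicates each reaching 50%; inconclusive means only one of those two conditions met; inactive means mean below 50% and too few replicates reaching it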;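 further: 0% = median of the neutral control wells and 100% = twice that signal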
Starred values were filed as active, the others as inactive; u = inconclusive; x = no result given.

SMILES	KLF5 inhibitor	HSF1 inhib	IEC-6 cytotox	AI-2 QS modul	GSK3B inh	GSK3A inh	HSP90 refold inh	aSyn UTR inh	HIF activator	HSF-1 act
Cc1cc(C)nc(N/N=C/c2cccc([N+](=O)[O-])c2)n1	-3.3	-0.3	5.2	15.1	-1.4	-5.0	2.8	7.9	-0.1	-1.2
COc1ccc(CC(=O)N/N=C\c2cc(Br)c(O)c(Br)c2)cc1	14.5	-0.9	-4.2	5.4	5.7	6.9	-2.3	7.7	-0.5	-0.8
O=C(CN(Cc1ccc(F)cc1)C(=O)CCC(=O)Nc1nccs1)NCc1ccccc1	-14.8	1.0	-4.8	19.0	-4.6	0.3	7.0	3.1	0.6	1.5
O=C1N=C2SCCN2/C1=C\c1ccc(Cl)cc1	-20.4	-4.2	-4.4	7.1	1.6	2.0	2.5	-8.8	0.0	4.3
N#C/C(=C\c1ccccc1C(F)(F)F)C(=O)Nc1ccccc1	-35.9	-1.8	3.5	11.5	2.2	2.2	-4.3	7.5	0.2	21.8
O=C(O)c1nn(-c2ccc(F)cc2)ccc1=O	17.4	-3.2	-0.7	4.4	2.5	5.1	4.1	-9.7	-1.1	3.1
COc1ccccc1Nc1nc(-c2cccnc2)cs1	-70.8	5.7	14.2	14.4	-0.7	-2.8	-1.0	-109.8	2.4	-0.1
N#CCCN(CCC#N)S(=O)(=O)c1ccc(C(=O)Nc2nc(-c3ccccc3)c(C(=O)c3ccccc3)s2)cc1	-6.7	-1.9	-7.1	15.7	4.5	-0.5	0.5	-14.2	-1.7	-5.7
COc1ccc(C(=O)Nc2nc(-c3ccc([N+](=O)[O-])cc3)c(-c3ccccc3)s2)cc1	-8.1	-8.5	0.9	0.5	1.3	-0.7	2.1	-1.5	-0.3	-12.3
CSc1nncc(-c2ccc(F)cc2)n1	-54.8	-4.8	2.2	14.5	-0.5	-2.2	1.1	-6.4	0.4	17.4
COc1ccccc1NC(=O)C1=C(C)NC(=O)NC1c1ccc(C)cc1 (stereo unspecified)	-13.3	x	-6.0	x	x	-0.9	1.2	x	x	x
CN(C)c1cc[n+](/C(C(=S)Nc2ccc(SC(F)F)cc2)=C(/[O-])c2ccccc2)cc1	5.6	4.6	10.9	12.2	-8.5	-2.4	-0.4	-2.4	0.3	2.8
CC(C)Cn1c(N)c(/C=N/NC(=O)c2ccc(Cl)cc2)c(=O)n(C)c1=O	-15.5	4.8	1.2	-0.4	1.1	0.7	3.7	13.8	0.0	-5.8
Cc1nn(CC(=O)N2CCC(C)CC2)c(=O)c2nn(-c3ccccc3)c(C)c12	-13.2	-5.1	2.2	13.9	2.0	-1.0	5.0	6.2	-0.9	-5.4
CCOC(=O)C1(Cc2ccccc2Cl)CCN(S(C)(=O)=O)CC1	-3.8	-0.5	1.7	6.6	-2.0	-1.4	-0.7	-5.1	0.8	21.0
COc1cc(C(C)=O)ccc1COc1ccc(C(=O)O)cc1OC	18.6	-1.5	-0.1	0.7	1.3	-1.8	4.1	19.4	-0.4	11.5
COc1ccc(NC(=O)c2ccc(Cl)c(S(=O)(=O)NCC3CCCO3)c2)c(OC)c1 (stereo unspecified)	-17.1	1.1	-0.1	13.5	-0.2	-1.9	-2.8	-9.2	0.1	-9.0
CCOc1ncccc1C(=O)Nc1cccc(-c2nnc3n2CCCCC3)c1	0.3	-4.2	-0.9	27.8	-10.6	8.8	-2.5	14.2	-0.3	-0.5
O=C(COC(=O)CSc1ccccc1)NNC(=O)c1ccc([N+](=O)[O-])cc1	-21.2	3.4	6.7	23.8	2.5	-2.3	-0.2	-1.0	-0.6	-3.8
O=C(c1ccc(=O)oc1)N1CCC(C(O)(c2ccccc2)c2ccccc2)CC1	17.1	x	2.8	33.2	2.5	-1.3	1.0	x	x	x
CC(=O)c1cccc(NC(=O)COc2cc3oc(=O)c(CC(C)O)c(C)c3cc2Cl)c1 (stereo unspecified)	-17.2	-16.5	5.9	16.4	2.8	2.5	0.5	7.6	0.2	-3.0
CCC(=O)Nc1nc(C)c(C(=O)NC2CCCCC2)s1	-42.5	-15.3	0.1	22.7	-7.6	1.5	0.1	21.8	-0.7	-20.0
Cc1cc(C(=O)O)cc(S(=O)(=O)Nc2ccccc2C(=O)NC(C)c2ccccc2)c1C (stereo unspecified)	-23.9	-5.5	-1.9	-0.2	1.6	-3.1	3.0	-3.5	-0.4	-2.2
CN(C(=S)NC(=O)Cc1ccccc1)c1ccccc1	-9.0	2.2	-9.6	22.3	-1.1	-1.4	0.9	-33.8	2.7	6.9
COc1cccc(-c2csc(N3CCN(C(=O)Nc4ccc(F)cc4)CC3)n2)c1	2.3	0.9	1.1	25.7	1.9	-4.2	-0.1	-32.0	0.6	8.2

Part of the list above, with two lines to a compound:
Results follow in this order: KLF5 inhibitor, HSF1 inhib, IEC-6 cytotox, AI-2 QS modul, GSK3B inh, GSK3A inh, HSP90 refold inh, aSyn UTR inh, HIF activator, HSF-1 act
O=C(c1ccc(=O)oc1)N1CCC(C(O)(c2ccccc2)c2ccccc2)CC1
 : 17.1, x, 2.8, 33.2, 2.5, -1.3, 1.0, x, x, x
CC(=O)c1cccc(NC(=O)COc2cc3oc(=O)c(CC(C)O)c(C)c3cc2Cl)c1 (stereo unspecified)
 : -17.2, -16.5, 5.9, 16.4, 2.8, 2.5, 0.5, 7.6, 0.2, -3.0
CCC(=O)Nc1nc(C)c(C(=O)NC2CCCCC2)s1
 : -42.5, -15.3, 0.1, 22.7, -7.6, 1.5, 0.1, 21.8, -0.7, -20.0
Cc1cc(C(=O)O)cc(S(=O)(=O)Nc2ccccc2C(=O)NC(C)c2ccccc2)c1C (stereo unspecified)
 : -23.9, -5.5, -1.9, -0.2, 1.6, -3.1, 3.0, -3.5, -0.4, -2.2

(continued)
SMILES	KLF5 inhibitor	HSF1 inhib	IEC-6 cytotox	AI-2 QS modul	GSK3B inh	GSK3A inh	HSP90 refold inh	aSyn UTR inh	HIF activator	HSF-1 act
O=C(CCCOc1ccc(Cl)cc1Cl)n1nnc2ccccc21	-22.9	4.5	-4.5	18.5	-0.4	-0.4	4.3	-15.7	0.4	3.2
COc1cc(/C=C/C(=O)c2ccc(F)cc2)cc(OC)c1OC	-11.8	15.9	2.8	15.1	3.1	-4.1	0.4	-14.8	0.7	31.4
COc1ccc(NC(=O)N2CCCC2C(=O)Nc2ccccc2F)cc1 (stereo unspecified)	5.3	3.3	0.5	7.3	1.3	2.1	3.2	-6.4	0.1	13.8
COC(=O)C1CCN(C(=O)NC2CCCCC2)CC1	-6.6	-2.4	7.3	2.5	-4.9	-5.0	-1.0	27.9	-0.1	35.7
COc1ccc(CCN2C(=NC(C)=O)SC3CS(=O)(=O)CC32)cc1OC (stereo unspecified)	4.2	2.5	6.4	50.2	5.0	-0.6	-0.1	-15.1	-0.2	18.9
Cn1c(SCc2c(Cl)cccc2Cl)nnc1-c1cccs1	-21.4	x	2.8	26.1	13.0	0.8	-0.6	-61.6	1.0	x
Cc1ccc2cc(C3CC(c4ccco4)=NN3C(=O)CCCC(=O)O)c(Cl)nc2c1 (stereo unspecified)	-3.5	1.1	-26.5	3.8	1.0	-1.6	0.1	0.5	0.0	-10.1
CC(C)C[C@@H](CSc1ccccc1)N1CCN(C)CCC1=O	-46.4	0.2	1.5	22.1	1.4	0.3	-7.1	-36.9	2.8	0.2
Cc1oc2ccc(OC(=O)c3cccs3)cc2c1C(=O)OC(C)C	-6.8	4.9	-2.1	5.6	1.6	0.6	-0.5	-20.6	0.3	-3.1
COc1ccc(NS(=O)(=O)c2cc(-c3nnnn3C)ccc2OC)cc1	10.3	1.3	4.0	16.5	-2.3	-1.4	11.8	22.2	-0.2	5.7
C=CCN=C1NN=C(c2cc(C)n(CCOC)c2C)CS1	-0.3	-8.8	-4.0	11.3	-1.0	1.7	4.6	85.8*	-2.4	-12.3
COc1ccc(NC(=S)N2CCN(S(=O)(=O)c3ccc(F)cc3)CC2)cc1OC	-36.0	-1.1	-3.3	-2.3	3.0	3.2	1.9	19.3	0.3	-5.0
CCOn1c(=O)c(-c2cccc3ccccc23)[n+]([O-])c2ccccc21	-10.2	1.5	0.5	1.2	-2.4	-2.6	-1.0	-36.4	-0.4	14.8
Cc1ccc(S(=O)(=O)CCC(=O)N2CCc3ccccc32)cc1	-16.4	4.1	6.1	9.4	2.4	-2.2	1.0	-2.0	-0.5	6.5
CCCCCc1cc(=O)oc2c(C(CCN3CCCCC3)c3cc(OC)c(OC)c(OC)c3)c(OC)cc(OC)c12 (stereo unspecified)	x	-0.9	x	7.0	-2.9	2.6	x	29.2	-1.9	-14.1
Cc1cccc(C)c1NC(=O)c1sc(Cl)nc1C	-7.3	19.2	3.4	8.6	-1.4	-1.9	2.3	-32.4	-1.2	37.7
O=C(O)c1cccc(COc2cccc3ccccc23)c1	x	-3.4	x	38.2	-2.0	-4.5	x	0.1	-0.4	-0.7
COc1ccc(N(C(=O)c2snc(C(N)=O)c2N)C(C(=O)NC2CCCC2)c2ccc3ncccc3c2)cc1 (stereo unspecified)	-18.1	14.3	2.0	5.7	-0.6	-0.9	4.6	6.6	-0.1	19.3
COC(=O)[C@]1(CC(C)C)N[C@H](c2ccc(-c3ccc(F)cc3)c(OC)c2)[C@@H]2C(=O)N(C)C(=O)[C@@H]21	x	-6.7	x	16.6	-0.7	-0.7	x	34.8	-0.1	-5.7
O=C(CCC(=O)Nc1ccccc1Cl)NNC(=O)c1ccco1	-20.6	-1.6	-1.9	16.4	-2.0	0.0	-0.7	3.7	-0.7	31.7
O=C(COc1ncnc2ccc(Br)cc12)NCc1ccc2c(c1)OCO2	-38.1	5.5	-0.4	-33.7	3.5	0.5	1.2	-16.9	-0.3	8.9
O=C(CCC(=O)c1ccc(F)cc1)Nc1cccc(Br)c1	-15.4	7.7	-7.3	u	0.4	0.3	3.2	-3.0	-20.6	47.9
O=c1c(-c2ccco2)[n+]([O-])c2ccccc2n1OCc1ccccc1	-9.0	19.5	6.3	23.4	0.4	0.6	0.7	-6.9	0.1	35.5
Cc1oc(-c2ccccc2F)nc1CS(=O)CC(=O)NCCN1CCCCC1C (stereo unspecified)	-22.6	0.9	-0.8	11.8	0.6	-1.6	-2.5	-2.8	-0.1	-26.9
COc1ccc(C(=O)Cn2cnc3ccccc3c2=O)c(OC)c1	-106.5	0.3	-0.7	19.2	0.6	x	-5.0	-96.3	2.7	19.8
COc1ccc2c(C)cc(SCC(=O)Nc3cccnc3Cl)nc2c1	-29.0	7.1	0.3	1.2	3.1	2.1	-0.4	-4.3	0.1	21.9
CC(C)[C@H](NC(=O)N1c2ccccc2NC(=O)[C@@H]1C(C)C)C(=O)N[C@@H](C(=O)O)c1ccccc1	-4.7	3.0	-1.3	9.6	2.0	-2.8	-3.1	-13.1	-0.1	-4.2
O=C(/C=C/c1ccco1)NCc1ccc2c(c1)OCO2	-19.4	-4.7	-6.5	-77.0*	7.2	x	0.8	-36.1	-0.2	-2.2
